PLAP inhibitors HTS = PLAP enzyme inhibitors, biochemical, luminescence, HTS (AID 690); inhibition, % at 20 µM, or IC50 in µM where a hit was titrated; 96,000 compounds, 0.08% hits; purified PLAP, luminescent substrate; higher % means a stronger effect; in the data active means a potency from the dose series; inactive means the rest, 99 in 100 with inhibition below about 30%; further: strong numbers were not always called active
IL1B NFkB pot = enhances IL-1B driven NFkB nuclear translocation | HUVEC IL-1B NFkB p65 nuclear translocation imaging | activation, % at 2 µM | 94,000 compounds, 0.3% hits | AID 819;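 active means activation above 40%, about the mean plus 3 SD, also judged a hit on visual image review; inconclusive means activation above 40% but not a hit on visual review; inactive means activation not above 40% and no visual hit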;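 further: percent activation is computed from the nuclear over cytoplasmic p65 intensity ratio; values of inactives mirror those of a sister screen read the other way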
MRP resist rev = reverses drug resistance mediated by MRP; H69AR cells + 2 uM doxorubicin, CellTiter-Glo, 72 h; differential viability (reversal), % at 10 µM; 85,000 compounds, 0.04% hits;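 active means viability drop by adding the cancer drug above about 55%, with treated viability meeting a 40% cutoff, limit read from the data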;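 further: viability without doxorubicin minus viability with 2 µM doxorubicin for each compound; larger differential means the compound sensitizes cells more to doxorubicin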
IL1B NFkB inh = blocks IL-1B driven NFkB nuclear translocation in HUVEC cells; HUVEC IL-1B NFkB p65 nuclear translocation imaging; inhibition, % at 2 µM; 94,000 compounds, 0.43% hits; AID 796;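 active means inhibition above about 30% together with a positive call from visual inspection of the well image, limit read from the data; inconclusive means inhibition above a set limit but visual check negative; inactive means inhibition not above a set limit, visual check negative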;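 further: nuclear over cytoplasmic p65 intensity ratio measured by imaging; 0% = IL-1B stimulated DMSO wells and 100% = unstimulated DMSO wells; values of inactives mirror those of a sister screen read the other way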
Bcl-B TR3 displacers = displacers of TR3 peptide from Bcl-B, primary screen, selectivity assay for Bfl-1 inhibitor project, biochemical, fluorescence polarization. FP displacement of FITC-TR3 peptide from Bcl-B; higher % means a stronger effect. displacement, % at 20 µM, or IC50 in µM where a hit was titrated. 96,000 compounds, 0.11% hits. AID 748;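 active means displacement above 50% at 20 µM plus a fluorescence interference ratio under 1.5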;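 further: plate controls were wells without compound for no effect and wells lacking Bcl-B protein for full effect; a part of the inactive calls stands beside numbers as strong as those of hits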
MRP resist rev cytotoxicity = further read-out of MRP resist rev, marked with its call; viability, %; H69AR cells, CellTiter-Glo, 72 h; measured here: cytotoxicity without doxorubicin
MRP resist rev with doxorubicin = second read-out of MRP resist rev, no call of its own (marks repeat the call); viability, %; measured here: viability with 2 uM doxorubicin; active compounds read low
IL1B NFkB inh cell count 2 µM = also measured in IL1B NFkB inh; calls as there; cell count; measured here: cells passing quality filter;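 raw number of nuclei counted in each imaged well without normalization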
IL1B NFkB pot cell count 2 µM = further read-out of IL1B NFkB pot, marked with its call; cell count; measured here: cells passing quality filter
The depositor's hits bear a star; ? = inconclusive; nt = no result given. A portion of the library (hit frequency here may not be typical).

SMILES	PLAP inhibitors HTS	IL1B NFkB pot	IL1B NFkB pot cell count 2 µM	MRP resist rev	MRP resist rev cytotoxicity	MRP resist rev with doxorubicin	IL1B NFkB inh	IL1B NFkB inh cell count 2 µM	Bcl-B TR3 displacers
CC1CN(C(=O)c2cc3ccccc3oc2=O)CC(C)O1 (configuration not stated)	-4%	nt	nt	2	99	97	nt	nt	-4%
Cc1nc(NC(=O)COc2ccccc2)sc1C(=O)Nc1ccccc1	-4%	1	133	nt	nt	nt	-1	133	-4%
COc1ccc(CNC(=O)C2CCCN2S(=O)(=O)c2ccc(C)cc2)cc1 (configuration not stated)	-58%	7	181	-3	92	94	-7	181	2%
CC(=O)c1c(C)[nH]c(C(=O)Nc2ccc(C)c(C)c2)c1C	8%	5	54	18	99	81	-12	143	-2%
COc1cc(NC(=O)c2ccco2)c(C(=O)OCC(=O)Nc2ncc(Cl)cc2Cl)cc1OC	12%	10	148	nt	nt	nt	-10	148	-36%
CCn1cc(Br)c(C(=O)Nc2ccc(Cl)cc2Cl)n1	10%	11	161	21	89	68	-11	161	12%
COc1ccc(N2CCN(C(c3ccccc3OC)c3nnnn3Cc3ccco3)CC2)cc1 (configuration not stated)	-54%	0	156	-7	82	89	0	156	-2%
Cc1ccsc1-c1nc(CSCC(=O)NCCN2CCCC2)c(C)o1	-14%	-9	88	-2	80	81	9	88	2%
COC(=O)CNC(=O)C1CCCN1C(=O)CNC(=O)OC(C)(C)C (configuration not stated)	11%	-3	74	-23	87	110	4	74	-5%
CCOC(=O)C1C(=O)C=C(c2cccc(NS(C)(=O)=O)c2)CC1c1ccco1 (configuration not stated)	nt	1	120	-14	37	51	-1	120	nt
C=CCn1c(COc2ccc(CC)cc2)nnc1SCC(=O)N(C)C1CCS(=O)(=O)C1 (configuration not stated)	-14%	-2	132	22	103	81	2	132	-5%
Cn1cccc1Cc1nnc(SCC(N)=O)n1-c1ccc(F)cc1	-2%	5	60	-5	99	104	-5	60	-5%
CCC(Cc1ccccc1)NC(=O)CN(C)S(=O)(=O)c1ccc2c(c1)c(=O)n(C)c(=O)n2C (configuration not stated)	-58%	12	181	2	92	90	-12	181	-4%
O=[N+]([O-])c1ccc(N2CCCC2)cc1N1CCCC1	46%	5	112	nt	nt	nt	-5	112	7%
Cc1cc(C)nc(N2CCC(C(=O)Nc3ccc(Oc4ccccc4)cc3)CC2)n1	10%	3	148	-18	67	85	-3	148	0%
CCCNc1nc2c(c(=O)n(C)c(=O)n2C)n1Cc1ccc(F)cc1	-27%	-13	169	1	99	98	13	169	1%
S=c1nccc(-c2cc(Cl)sc2Cl)[nH]1	2%	-4	170	-6	79	85	4	170	-32%
COC(=O)C1CSC(C(=O)OC)N1C(=O)Nc1c(C)cccc1C (configuration not stated)	2%	-8	135	nt	nt	nt	8	135	1%
O=C(COC(=O)CNC(=O)c1ccco1)Nc1ccc(Cl)cn1	-15%	8	143	-6	102	107	-8	143	8%
CN(C)CCCNC(=O)c1cc2c3ccccc3n(C)c2s1	-23%	-11	101	nt	nt	nt	11	101	-4%
O=C(O)C1C2C=CC3(CN(C4CCCC4)C(=O)C13)O2 (configuration not stated)	-12%	25	66	-7	91	98	-25	66	-2%
O=C(O)CCSc1nnc(-c2ccc3c(c2)OCO3)o1	2%	10	125	1	86	84	-10	125	13%
O=c1nc(-c2ccccc2)cn[nH]1	-20%	-12	112	11	104	94	12	112	6%
CCN=C1SC(CC(=O)Nc2ccccc2)C(=O)N1CC (configuration not stated)	14%	18	131	nt	nt	nt	-18	131	-3%
OC(C#Cc1ccccn1)c1cccs1 (configuration not stated)	10%	14	136	-8	13	22	-14	136	38%

Carrying on.
SMILES	PLAP inhibitors HTS	IL1B NFkB pot	IL1B NFkB pot cell count 2 µM	MRP resist rev	MRP resist rev cytotoxicity	MRP resist rev with doxorubicin	IL1B NFkB inh	IL1B NFkB inh cell count 2 µM	Bcl-B TR3 displacers
O=C(Nc1ccccc1C(=O)NCCc1ccccc1)c1ccco1	11%	-10	164	-3	73	76	10	164	-15%
CNC(=O)COc1ncnc2sc(C)c(C)c12	0%	4	149	-6	84	90	-4	149	-5%
Cc1cc(NC(=O)CSc2cn(CCNC(=O)c3ccc(F)cc3)c3ccccc23)no1	24%	17	126	-12	70	82	-18	126	-2%
O=C(O)CCCC(=O)Nc1nc(-c2ccccc2)cs1	-3%	-5	177	19	106	87	5	177	-4%
CCCCCCCCCC(=O)N/N=C/c1ccc(C)s1	19%	18	170	nt	nt	nt	-18	170	-8%
Cc1ccccc1Oc1ccc(-c2nc(N)nc(N)n2)cc1	7%	3	139	0	94	94	-3	139	4%
COc1ccc(NC(=O)C(CCS(C)(=O)=O)NC(C)=O)cc1 (configuration not stated)	-23%	13	188	7	90	83	-13	188	4%
O=C(OCC(=O)N1CCN(C(=O)c2ccco2)CC1)c1sc2ccccc2c1Cl	3%	9	182	16	89	73	-10	182	-2%
COCCCNC(=O)CCc1nc(-c2ccccc2)no1	17%	6	121	-5	87	92	-6	121	6%
N#Cc1c(N)nc(SCc2ccccc2)c(C#N)c1-c1ccco1	9%	26	130	0	72	71	-26	130	-2%
O=C(O)CCC(=O)Nc1ccc(C(=O)N2CCCCC2)cc1	-2%	1	8	-3	94	97	-1	8	-5%
CCC1Oc2ccccc2N(CC(=O)NCCCN2CCCCC2C)C1=O (configuration not stated)	13%	10	128	5	84	78	-10	128	-9%
Cc1cc(C)c(NC(=O)C(C)Sc2nnc(-c3ccco3)n2-c2ccccc2)c(C)c1 (configuration not stated)	-45%	4	128	nt	nt	nt	-4	128	6%
Cn1c(=O)c2c(nc(CN3CCN(Cc4ccccc4)CC3)n2CCN2CCOCC2)n(C)c1=O	-62%	-9	156	-6	85	91	8	156	-1%
COc1cnc(-c2ccccn2)nc1Oc1ccc(Cl)cc1	-13%	nt	nt	nt	nt	nt	nt	nt	-7%
CCCn1nnc(NC(=O)Cc2ccccc2)n1	7%	1	176	3	94	92	-1	176	-12%
COc1cccc(C(=O)Nc2nc(-c3ccc4c(c3)OCO4)cs2)c1	13%	-5	180	-3	90	93	5	180	-4%
COc1ccc(NC(=O)COC(=O)c2c(-c3ccccc3)noc2C)cc1	-7%	13	138	2	54	52	-13	138	-2%
CN(CCNC(=O)C1CCN(S(=O)(=O)c2cnc[nH]2)CC1)Cc1ccccc1	-36%	-2	151	3	100	96	2	151	10%
Cc1cnc(C(=O)Nc2ccc(-n3cnnn3)cc2)cn1	15%	9	150	13	95	82	-10	150	39%
CCC(C)Sc1nnc(CSc2nc3nc(C)cc(C)n3n2)o1 (configuration not stated)	5%	1	155	nt	nt	nt	-1	155	-6%
O=C(CN1C(=O)CCS(=O)(=O)c2ccccc21)NCc1ccc(F)cc1	nt	-3	102	0	91	91	3	102	nt
CC1(C)CC(=O)C=C(Nc2ccccc2F)C1	-7%	4	149	2	104	102	-4	149	4%
CC1(C)CC(CC(=O)O)(c2ccccc2)CCO1 (configuration not stated)	2%	-2	190	-17	78	95	2	190	-12%
O=C(CCCCCNS(=O)(=O)c1ccc(Br)cc1)NCCN1CCOCC1	-25%	?	nt	18	98	81	-61	142	3%

A second format for four compounds above:
Under each structure – PLAP inhibitors HTS | IL1B NFkB pot | IL1B NFkB pot cell count 2 µM | MRP resist rev | MRP resist rev cytotoxicity | MRP resist rev with doxorubicin | IL1B NFkB inh | IL1B NFkB inh cell count 2 µM | Bcl-B TR3 displacers
- CCCCCCCCCC(=O)N/N=C/c1ccc(C)s1
→ 19% | 18 | 170 | nt | nt | nt | -18 | 170 | -8%
- COc1cnc(-c2ccccn2)nc1Oc1ccc(Cl)cc1
→ -13% | nt | nt | nt | nt | nt | nt | nt | -7%
- O=C(O)CCC(=O)Nc1ccc(C(=O)N2CCCCC2)cc1
→ -2% | 1 | 8 | -3 | 94 | 97 | -1 | 8 | -5%
- COCCCNC(=O)CCc1nc(-c2ccccc2)no1
→ 17% | 6 | 121 | -5 | 87 | 92 | -6 | 121 | 6%

Structures shown so far with a COOH group (5):
SMILES	PLAP inhibitors HTS	IL1B NFkB pot	IL1B NFkB pot cell count 2 µM	MRP resist rev	MRP resist rev cytotoxicity	MRP resist rev with doxorubicin	IL1B NFkB inh	IL1B NFkB inh cell count 2 µM	Bcl-B TR3 displacers
O=C(O)C1C2C=CC3(CN(C4CCCC4)C(=O)C13)O2 (configuration not stated)	-12%	25	66	-7	91	98	-25	66	-2%
O=C(O)CCSc1nnc(-c2ccc3c(c2)OCO3)o1	2%	10	125	1	86	84	-10	125	13%
O=C(O)CCCC(=O)Nc1nc(-c2ccccc2)cs1	-3%	-5	177	19	106	87	5	177	-4%
O=C(O)CCC(=O)Nc1ccc(C(=O)N2CCCCC2)cc1	-2%	1	8	-3	94	97	-1	8	-5%
CC1(C)CC(CC(=O)O)(c2ccccc2)CCO1 (configuration not stated)	2%	-2	190	-17	78	95	2	190	-12%

Additional structures follow.
SMILES	PLAP inhibitors HTS	IL1B NFkB pot	IL1B NFkB pot cell count 2 µM	MRP resist rev	MRP resist rev cytotoxicity	MRP resist rev with doxorubicin	IL1B NFkB inh	IL1B NFkB inh cell count 2 µM	Bcl-B TR3 displacers
CCC(=O)N/C(N)=N/c1nc(C)c2cc(OC)ccc2n1	-1%	-2	148	-17	62	79	2	148	10%
COc1ccc(CC(NC(C)=O)C(=O)NC2CCN(c3nc(C)cc(C)c3C#N)CC2)c(OC)c1 (configuration not stated)	-65%	nt	nt	-8	95	104	nt	nt	-60%
CC(C)c1ccccc1OCC(=O)NCC(c1cccs1)N1CCOCC1 (configuration not stated)	-37%	0	149	29	61	31	0	149	6%
Cc1cc(C)nc(SCC(=O)c2ccc3c(c2)OCCO3)n1	19%	19	85	nt	nt	nt	-20	85	-1%
O=C(CN(Cc1ccc2c(c1)OCO2)C(=O)c1cnsn1)NC1CCCC1	-4%	4	168	-2	84	85	-4	168	-11%
COc1ccc2oc(C(F)(F)C(F)(F)F)cc(=O)c2c1	15%	-9	168	6	88	81	9	168	-4%
O=C(Nc1ccc(S(=O)(=O)N2CCCCC2)cc1)c1ccccc1Cl	20%	-10	122	2	78	76	10	122	1%
COc1ccc(-c2nnc(SCC(=O)NCCc3ccccc3)o2)cc1	nt	-11	85	-10	89	98	11	85	nt
COc1cccc(C(=O)N2N=C(c3cccc(OC)c3)CC2(O)C(F)(F)F)c1 (configuration not stated)	-3%	-4	113	nt	nt	nt	4	113	-2%
CCOC(=O)N1CCN(C(=O)CCNS(=O)(=O)c2cc(Br)cnc2N)CC1	4%	nt	nt	0	82	83	nt	nt	-4%
N#CNC1=NCN(Cc2ccccc2)CN1	-12%	-3	166	-13	77	90	3	166	12%
CCCCOC(=O)c1[nH]c2c(c1C)C(=O)CC(c1cc(OC)c(OC)c(OC)c1)C2 (configuration not stated)	-17%	nt	nt	37	117	80	nt	nt	3%
CC(OC(=O)C1CCN(S(=O)(=O)c2ccccc2)CC1)C(=O)Nc1ncc(Cl)cc1Cl (configuration not stated)	-32%	9	130	10	96	86	-9	130	1%
CCCCCc1c(C)nc(SCC(=O)O)[nH]c1=O	-26%	10	122	6	95	90	-10	122	-4%
Cc1nc2ccccn2c1/C(O)=C1\C(=O)C(=O)N(CCN2CCOCC2)C1c1ccncc1 (configuration not stated)	-24%	15	98	-7	90	97	-14	98	7%

Screens deposited in PubChem BioAssay by several laboratories.
